# HIF-2a inh: HIF-2a reporter inhibitors, primary screen, luminescence, 786-0 RCC cells; 786-0 RCC cells HIF-2a reporter, luciferase luminescence, overnight; inhibition, % at 18.8 µM; 360,000 tested, 0.72% active; AID 624352, 2012;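 active = inhibition of the luminescence signal of 40% or more relative to plate controls, in a single-dose primary screen at 18.75 µM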
# Vif imaging: HIV Vif self-association inhibitors, primary screen, imaging, HEK293T, single point. 340,000 tested, 0.35% active. HEK293T cells, Vif self-association by quenched fluorescence, 24 h. AID 602346, 2012. inhibition, % at 7.49 µM; in the data active = inhibition above about 50%, passing the limit was not always enough; also: some results filed as inactive read as strong as hits
# MITF TRPM1 inh: inhibitors of MITF-dependent TRPM1 promoter reporter, primary screen, cell-based, SK-MEL-5, single point, luciferase. SK-MEL-5 TRPM1 promoter luciferase, 24 h. inhibition, % at 12.5 µM. 330,000 tested, 0.83% active. AID 488899, 2010;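 active = mean inhibition across replicates of 60% or more, whatever share of single replicates reaches that level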; also: values of inactives mirror those of a sister screen read the other way
# hiPSC survival: enhancers of single-cell hiPSC survival, primary screen, ATPlite luminescence; 100% = ROCK inhibitor wells, 0% = DMSO; survival enhancement, % at 20 µM; 360,000 tested, 0.044% active; in the data active = survival enhancement above about 18%;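 also: cells exposed to compounds for 16 hours before the ATP read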
# Granule exo inh: LAMP-1 surface exposure blockers, TALL-104 cells – cell-based, flow cytometry, MLPCN library, primary screen; TALL-104 LAMP-1 surface exposure; cells stimulated with thapsigargin and PMA; AID 651702, 2012; 360,000 tested, 0.66% active; inhibition, % at 10 µM;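 active = inhibition above about 55%, limit read from the data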
# NR2E3 ag-1: inhibitors of NR2E3-RetCOR corepressor binding, primary screen, NR2E3 agonist project, biochemical, TR-FRET, GST-NR2E3, biotin-RetCOR; Photoreceptor-specific nuclear receptor (Homo sapiens), Q9Y5X4; 1536-well; inhibition of corepressor binding, % at 4.78 µM; 320,000 tested, 0.12% active; AID 2300, 2010;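 active = percent inhibition above the cutoff of mean plus 3 SD of all tested compounds, set per screening campaign, cut at about 20% in these data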;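 also: 0% = DMSO wells and 100% = biotin wells as full block of FRET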
# Target sequence (Q9Y5X4 whole entry, looked up): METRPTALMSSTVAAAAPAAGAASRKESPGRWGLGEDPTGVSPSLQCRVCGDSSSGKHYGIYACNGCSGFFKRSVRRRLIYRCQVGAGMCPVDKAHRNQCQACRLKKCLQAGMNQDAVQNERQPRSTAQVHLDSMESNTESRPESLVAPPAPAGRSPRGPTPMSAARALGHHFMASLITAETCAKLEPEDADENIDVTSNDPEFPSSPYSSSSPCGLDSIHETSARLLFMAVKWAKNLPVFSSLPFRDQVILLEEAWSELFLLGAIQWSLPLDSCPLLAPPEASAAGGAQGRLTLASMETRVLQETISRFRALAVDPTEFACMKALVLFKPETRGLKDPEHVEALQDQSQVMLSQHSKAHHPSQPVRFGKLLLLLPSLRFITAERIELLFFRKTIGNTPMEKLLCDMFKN
#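 Test system – NR2E3–RetCOR corepressor complex · Quantity – NR2E3 fusion 1.35 nM · Buffer or medium – Tris pH 7.5 · Incubation – Compound–protein incubation for 5 h at 4 °C · Technique – TR-FRET, Eu(K)-anti-GST donor, streptavidin-D2 acceptor, ex 340, em 617/671 nm · Evaluation – percent inhibition of 671/617 nm emission ratio versus biotin and DMSO controls · Plate – 1536-well format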
# Peg3 promoter: Peg3 promoter-driven luciferase inhibitors, primary screen, cell-based, HeLa, luciferase luminescence. HeLa PEG-Prom luciferase reporter, overnight. inhibition, % at 20 µM. 360,000 tested, 1.7% active. AID 588405, 2011;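 active = inhibition of at least 50% at 20 µM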
# PDI inh: inhibitors of human PDI, primary screen, biochemical, turbidity, single point, plate reader; PDI insulin aggregation turbidity, A650, 90 min; inhibition, % at 10 µM; 350,000 tested, 0.052% active; AID 588391, 2011;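 active = mean inhibition across replicates of 30% or more, whatever share of single replicates reach that level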;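 also: absorbance from insulin aggregation driven by PDI reduction with DTT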
# Target sequence (P07237 whole entry, looked up): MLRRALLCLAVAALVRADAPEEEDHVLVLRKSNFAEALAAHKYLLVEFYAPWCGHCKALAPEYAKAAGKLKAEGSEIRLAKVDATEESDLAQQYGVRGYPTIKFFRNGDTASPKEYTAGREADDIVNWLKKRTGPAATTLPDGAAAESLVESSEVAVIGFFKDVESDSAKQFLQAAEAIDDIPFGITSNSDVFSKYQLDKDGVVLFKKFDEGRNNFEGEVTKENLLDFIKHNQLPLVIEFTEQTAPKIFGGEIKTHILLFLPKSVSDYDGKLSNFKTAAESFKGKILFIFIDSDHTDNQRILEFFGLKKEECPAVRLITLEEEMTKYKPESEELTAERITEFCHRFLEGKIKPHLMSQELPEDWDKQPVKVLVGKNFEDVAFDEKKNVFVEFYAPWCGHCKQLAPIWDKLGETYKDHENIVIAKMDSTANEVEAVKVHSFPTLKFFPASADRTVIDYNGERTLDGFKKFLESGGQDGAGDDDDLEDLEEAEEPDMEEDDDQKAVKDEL
# aDG glyco up: activators of alpha-DG glycosylation, primary screen, uHTS, Pro5-aDG cells, AlphaScreen; alpha-DG glycosylation AlphaScreen (IIH6); 0% Pro5, 100% B10-LARGE cell signal; activation, % at 10 µM; 360,000 tested, 0.22% active; AID 624168, 2012;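 active = activation of at least 8% versus controls, or a plate z-score of at least 8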;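 also: Pro5 are CHO cells carrying HIG-tagged alpha-DG that lacks glycosylation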
# NR2E3 ag-2: NR2E3 agonists in two-hybrid cells, primary screen, cell-based, luminescence, CHO-S, Gal4-NCOR/VP16-NR2E3; 360,000 tested, 0.35% active; Photoreceptor-specific nuclear receptor (Homo sapiens), Q9Y5X4; inhibition of corepressor binding, % at 3.98 µM; AID 602229, 2012; luciferase;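 active = inhibition above the mean of all tested compounds plus 3 SD, cut at about 70% in these data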;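 also: 0% = DMSO with NR2E3 transfected cells and 100% = cells lacking NR2E3 construct; higher means lower luciferase signal from less NR2E3 corepressor binding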
# CaV13 ICDI inh: Disruptors of the CACNA1D IQ motif to Ca2+-dependent inactivation inhibitor domain association, primary screening, Förster resonance energy transfer in intact living …; HEK cells, CFP/YFP FRET ICDI-IQ, plate reader, 10 min; percent FRET-ratio fall versus neutral wells; inhibition, % at 12.3 µM; 340,000 tested, 0.098% active;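 active = mean replicate inhibition of at least 30% and at least 1% of replicates passing that level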;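 also: 0% = median of the neutral control wells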
# An asterisk follows results filed as active; / = no result given. An unsorted share of the library. About 3.5% of those tested had a hit in this group.
SMILES,HIF-2a inh,Vif imaging,MITF TRPM1 inh,hiPSC survival,Granule exo inh,NR2E3 ag-1,Peg3 promoter,PDI inh,aDG glyco up,NR2E3 ag-2,CaV13 ICDI inh
CN(CC(=O)Nc1cccc(F)c1)C(=O)c1ccc(COc2ccccc2)o1,-4,-4,9,-0.5,-3,3,-9,6,0.0,-14,-6
O=C(CN(c1ccccc1)S(=O)(=O)c1ccccc1[N+](=O)[O-])NN=C1CCCCCCC1,17,15,2,2.0,1,3,5,-10,-0.1,7,-5
Cn1c(SCc2ccc(C#N)cc2Cl)nc2ccccc21,-345,-3,-82,-3.1,5,-1,-311,0,0.1,-136,/
C[C@@H]1CN([C@H](C)CO)C(=O)c2cc(Br)cnc2O[C@@H]1CN(C)C(=O)Cc1ccccc1,4,4,/,-2.0,4,/,11,21,0.2,-37,-9
CCCN1C(=O)c2ccc(C(=O)Nc3ccc4c(c3)OCO4)cc2C1=O,-53,-3,-71,-0.4,2,2,-156,-7,0.0,-26,/
Cc1ccc(SC2=C(Sc3ccc(C)cc3)C(=O)c3ccccc3C2=O)cc1,-183,-10,22,-0.5,93*,1,-168,-7,-0.3,-58,-19
Cn1c(N)c(C#N)c2c(c1=S)COC(C)(C)C2,19,10,-3,-0.5,6,3,13,-2,0.2,1,/
CCOc1cc2c(cc1OCC)C(c1ccc(OC)cc1)N(c1ccccc1)C(=O)C2 (stereo unspecified),7,3,-14,-1.1,0,-1,-64,-15,0.0,12,-4
O=C(COc1ccc(/C=N/NC(=O)c2ccccc2O)cc1)Nc1ccccc1,-42,-27,-48,0.9,-3,0,-139,-5,0.2,-10,-5
C#C[C@]1(OC(C)=O)CCC2C3CCC4=CC(=O)CC[C@@H]4C3CC[C@@]21C (stereo partly specified),2,-3,6,-4.0,-3,3,30,-1,0.0,9,-6
O=C(COC(=O)c1cccc(Cl)c1)Nc1cc(S(=O)(=O)N2CCOCC2)ccc1N1CCOCC1,5,5,-2,-0.4,2,/,13,-5,-0.2,9,-2
CNC(=S)Nc1ccc(Br)cc1,-1,2,12,-1.3,-6,1,4,6,-0.1,0,-4
Cc1occc1C(=O)NNC(=O)COc1ccc(Br)cc1Br,-128,-1,-24,-0.4,-6,-3,-101,-1,0.0,-41,-3
CCn1c(=NC(=O)CSCC(=O)Nc2nccs2)sc2ccccc21,10,3,12,0.9,-1,1,15,1,0.3,-20,0
CC(=O)Nc1ccc(NC(=O)COC(=O)c2ccc(S(=O)(=O)NCc3ccco3)cc2)cc1,10,3,1,-2.2,-1,/,19,-3,0.0,-11,-6
COc1cc(NC(=O)CSCC(=O)N(C)C2CCCCC2)cc(OC)c1,7,-1,1,-0.4,1,-1,7,6,0.2,3,-5
CC1CCN(CCCCOc2ccc(Br)cc2)CC1,13,-1,2,-2.1,-2,2,6,7,0.4,16,-3
Nc1nc(COc2ccccc2C=O)nc(Nc2ccccc2)n1,-29,-5,-32,-0.6,8,0,-6,3,-0.3,-17,-3
O=C(Cn1c2c(c(-c3ccccc3Cl)cc1=O)CCC2)NCC1CCCO1 (stereo unspecified),12,7,-4,1.1,5,0,19,5,-0.1,-14,-5
CC1CC(C)CN(CCOc2ccc(Cl)cc2Cl)C1 (stereo unspecified),1,0,-29,-5.3,-1,0,-6,2,0.3,8,-5
CN(C(=O)c1ccco1)c1nnc(-c2ccc(F)cc2)s1,-255,-1,-96,-0.4,-15,1,-291,-3,0.0,-160,-5
Cc1ccc(S(=O)(=O)c2c(C)nn(C(C)(C)C)c2OC(=O)C2CCCC2)cc1,-1,-3,10,-3.3,0,1,23,11,-0.3,-4,-3
COc1ccc(-c2ccc3c(c2)S(=O)(=O)c2cccc(C(=O)NCCOc4ccccc4)c2C3=O)cc1OC,0,6,30,1.3,2,-1,47,-5,1.5,-23,/
COc1nc(Oc2ccc(=O)[nH]n2)nc(N2CCOCC2)n1,1,24,4,-0.4,0,0,12,-3,0.0,-18,-7
Cc1ccccc1-n1c(=O)cc(N2CCN(Cc3ccccc3)CC2)[nH]c1=O,3,/,/,5.8,-6,0,6,-5,-0.2,6,-5
CCC(=O)NC(=S)Nc1ccc(Cl)cn1,-58,/,-10,0.5,-1,-4,-50,-5,-0.1,-39,/
N#Cc1cccc(NC(=O)CCNS(=O)(=O)c2ccc3[nH]c(=O)oc3c2)c1,9,0,0,-0.7,-3,-1,16,13,-0.1,-18,/
COc1ccc(-n2nnnc2SCC#CCO)cc1,24,-5,7,-0.9,0,2,9,5,0.1,-19,-3
CCc1ccc(NC(=S)NC(=O)c2c(-c3ccccc3Cl)noc2C)cc1,-3,1,-8,3.0,-4,-1,6,0,-0.1,-6,-4
CCOC(=O)C1CCCN(c2c(NCC3CCCO3)c(=O)c2=O)C1 (stereo unspecified),3,42,2,0.2,-2,0,7,-3,-0.2,11,-6
O=C(Nc1ccccc1)N1CCCc2ccccc21,-25,20,3,-0.9,-1,5,-12,-1,0.0,-22,-4
O=C(O)C1CCC(CNS(=O)(=O)c2ccc(Cl)cc2)CC1 (stereo unspecified),4,2,-10,-0.6,-10,0,3,-4,-0.1,-7,-17
Cc1c(Br)cnn1C(C)C(=O)N1CCN(c2ccc(F)cc2)CC1 (stereo unspecified),19,2,-5,0.0,0,4,12,-9,-0.3,18,-2
CSc1ccccc1NC(=O)CSCc1ccc(C)cc1,-12,-15,17,-1.0,-1,1,2,14,-0.1,-7,-5
COc1cccc(Nc2nc(N)c([N+](=O)[O-])c(NCc3ccco3)n2)c1,-88,-3,/,-0.5,8,1,7,-12,-0.3,19,-5
COc1cccc(C(=O)N/N=c2\oc3c(OC)cccc3cc2C(=O)NCc2ccccc2)c1,-15,-4,-34,3.0,-2,-4,14,-4,-0.3,-1,-5
C=CCN(C(=O)c1csnn1)C(C(=O)NCc1ccccc1)c1cccs1 (stereo unspecified),7,12,-3,0.9,37,-4,6,-18,0.2,-6,-2
O=C(c1coc(=O)c(Br)c1)N1CCC(C(O)(c2ccccc2)c2ccccc2)CC1,4,1,-19,0.6,14,3,14,0,-0.1,11,-5
O=C(NCc1ccco1)c1ccc(Cn2c(=O)c3ccccc3n(Cc3ccc(Cl)cc3)c2=O)cc1,23,6,-3,4.6,2,1,28,-3,0.4,-13,-4
Cc1ccc(C(=O)N2CCCCCC2)cc1Br,-30,-5,0,-1.4,0,1,-16,-2,-0.1,-42,-8
Cc1ccc(N(CC(=O)Nc2cccc(N(C)S(C)(=O)=O)c2)S(C)(=O)=O)cc1,0,2,12,8.9,1,3,10,-3,0.0,2,/
Cc1ccc(C(C(=O)NC(C)(C)C)N(C(=O)c2csnn2)C2CC2)cc1 (stereo unspecified),14,-6,10,-2.5,-1,2,21,-6,-0.2,-13,-3
CC(C)(C)OC(=O)NCCc1n[nH]c(=S)o1,17,5,/,-0.7,-4,-2,9,-2,-0.1,10,-5
O=c1c2ccccc2c(/C=N/n2cnnc2)c(O)n1-c1ccccc1F,7,-1,-1,2.5,-1,-2,4,18,-0.3,-3,-6
COc1ccc(-c2nc(NC(=O)CCNC(=O)c3ccco3)sc2C)cc1,-8,-7,3,2.6,-6,-3,12,-5,1.0,-4,-5
O=C(O)COCC(=O)Nc1ccc(Oc2ncnc3cc(Cl)ccc23)nc1,0,-1,/,0.8,-1,0,-6,7,0.7,-17,-5
CN(C)S(=O)(=O)N1CCN(c2ccccc2)CC1,-1,/,7,3.9,3,0,-5,2,0.1,-2,-8
CSc1cccc(NC(=S)N2CCCN(Cc3ccccc3F)C2)c1,8,11,-5,-0.7,-5,4,13,0,0.2,0,-3
CNc1cc(Cl)nc(SC)n1,-2,1,3,0.6,-5,2,-18,-4,0.0,-12,5
CCCCCC(=O)N/N=C/c1ccccc1[N+](=O)[O-],-51,-3,-12,0.1,1,-2,-37,-3,-0.3,-38,-5
CN(C)CCN(C(=O)c1ccc(C(=O)c2ccccc2)cc1)c1nc2cc3c(cc2s1)OCO3,-19,12,-26,1.9,2,3,-36,2,0.1,1,-2
Cc1cc(=O)c2cc(NC(=O)c3ccccc3Cl)ccc2[nH]1,8,12,4,-0.1,-5,5,-6,-4,-0.1,-18,-5
Cc1ccc(-c2cc3c(N=O)c4ccccc4c-3n[nH]2)cc1,68*,-4,74*,-4.9,2,7,59*,-5,-0.2,58,1
O=c1c2ccccc2n(Cc2ccccc2F)c(=O)n1Cc1ccccc1F,18,1,0,-0.3,-2,3,15,3,0.0,-40,-4
CC(=O)Nc1ccc(NC(=O)CC2CCCC2)cc1,-38,-4,-18,0.3,-2,3,-32,-5,0.0,-18,-3
O=C(CSc1nncn1-c1ccccn1)Nc1ccccc1Cl,-9,-1,-17,-0.1,-6,2,0,0,-0.1,-9,-4
CCCc1cc(=O)[nH]c(SCC(=O)NC(=O)NC2CCCC2)n1,8,-18,10,-0.2,-1,-1,0,12,-0.1,19,-3
CC1(NC(=S)NCCCCCCNC(=S)NC2(C)CCS(=O)(=O)C2)CCS(=O)(=O)C1 (stereo unspecified),10,-6,0,0.9,-5,-3,14,11,0.2,-20,-4
Cc1ccc(OCC(=O)Nc2ccc(-c3nc4ncccc4o3)cc2)c(C)c1,-26,/,-16,-0.1,0,0,-38,1,0.0,-14,/
CCOCC(=O)N1CCCC(C(=O)OCC)C1 (stereo unspecified),3,9,6,0.7,1,1,4,2,0.0,7,/
CCOc1ccc(CCNC(=O)c2ccc(C)c(S(=O)(=O)N3CCOCC3)c2)cc1OCC,9,-12,8,-2.2,-1,/,11,-4,0.1,-28,-6
CS(=O)(=O)N1CCN(c2ccc(C(=O)NC34CC5CC(CC(C5)C3)C4)cc2[N+](=O)[O-])CC1,17,-1,2,3.9,3,0,11,5,0.2,-7,-5

# Copied from the list.
# PDI inh with O=C(CSc1nncn1-c1ccccn1)Nc1ccccc1Cl → 0
# Granule exo inh with O=c1c2ccccc2n(Cc2ccccc2F)c(=O)n1Cc1ccccc1F → -2
# NR2E3 ag-2 with CCCCCC(=O)N/N=C/c1ccccc1[N+](=O)[O-] → -38
